PV pol inh – inhibitors of poliovirus RNA polymerase binding and polymerization. P03300. poliovirus polymerase elongation, fluorescence polarization; stronger effect = lower value. % elongation, % (compound at 16.7 µg/mL). hit rate 0.66% among 150,000. AID 588519; in the data active = % elongation below about 90%; also: some results filed as inactive read as strong as hits
Target sequence (P03300 1749-2209 limits assumed): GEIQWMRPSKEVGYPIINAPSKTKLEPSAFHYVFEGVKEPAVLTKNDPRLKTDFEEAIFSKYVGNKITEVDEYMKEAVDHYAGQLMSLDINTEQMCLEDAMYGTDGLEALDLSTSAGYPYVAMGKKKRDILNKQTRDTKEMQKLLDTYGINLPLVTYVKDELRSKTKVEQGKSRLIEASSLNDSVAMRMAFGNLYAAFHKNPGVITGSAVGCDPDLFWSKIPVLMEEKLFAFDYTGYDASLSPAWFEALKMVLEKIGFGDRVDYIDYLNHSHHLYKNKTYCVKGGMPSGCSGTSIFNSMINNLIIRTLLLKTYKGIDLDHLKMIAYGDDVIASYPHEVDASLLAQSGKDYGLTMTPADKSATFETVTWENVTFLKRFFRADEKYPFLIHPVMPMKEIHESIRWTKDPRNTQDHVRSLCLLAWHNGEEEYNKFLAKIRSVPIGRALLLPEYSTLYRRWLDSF
PV pol inh FP z-score – further read-out of PV pol inh, marked with its call; z-score; measured here: FP z-score; hits read low
* hit, by the source's call. Only part of the results is shown (hit frequency here may not be typical).

SMILES	PV pol inh	PV pol inh FP z-score
Cc1ccc(C)c(Cn2c(=O)n(CCc3ccccc3)c(=O)c3c(C)c(C)sc32)c1	109.0	0.7
Cc1ccccc1Nc1nn2c(=O)c3ccc(C(=O)NCCc4ccc(Cl)cc4)cc3nc2s1	98.0	-1.6
CCc1ccc(-c2cc3c(N4CCN(c5ccccc5)CC4)nccn3n2)cc1	98.0	-2
COc1cc2c(cc1NC(=O)C(C)Sc1nc3ccccc3c(=O)[nH]1)oc1ccccc12 (centres undefined)	101.0	-0.1
Cc1ccc(C)c(NC(=O)CCn2ccc(C)n2)c1	102.0	0.7
COc1ccc(CNC(=O)Cc2c(C)c3ccc(O)cc3oc2=O)cc1	102.0	-0.9
Cc1cc(Cl)ccc1NCC(=O)N/N=C/c1ccc2c(c1)OCO2	100.0	-0.5
O=C(NC1CCCCC1)N1CCn2cccc2C1c1cccnc1 (centres undefined)	105.0	0.2
COc1ccc(-c2cnc(C)o2)cc1S(=O)(=O)Nc1cccc(C(F)(F)F)c1	109.0	0.6
COc1ccc(-c2nc(CSc3nnc(C)n4c3cc3sccc34)c(C)o2)cc1	99.0	-1.5
Cc1cc(C)n(-c2ccc(C(=O)Nc3ccccc3)cc2)n1	102.0	0.8
O=S(=O)(NCc1ccccc1Cl)c1cccc2nsnc12	102.0	0.5
Cc1ccccc1C(=O)Nc1nc(SCc2ccc(Cl)cc2)n[nH]1	108.0	0.5
CCc1cnc2c(c1SCC(=O)Nc1cc(Cl)ccc1OC)c(=O)n(C)c(=O)n2C	97.0	-1.7
O=C(/C=C/c1ccccc1)Nc1ccc(Br)cc1	101.0	-0.1
CCOc1cc(-c2noc(CCCC(=O)NC3CCCCC3)n2)cc(Br)c1OC	102.0	0
CC(C)NS(=O)(=O)c1ccc(N2C(=O)c3ccccc3C2=O)cc1	101.0	-0.5
CC1=CCC2C(=O)N(c3ccc(C(=O)Nc4ccccc4)cc3)C(=O)C2C1 (centres undefined)	102.0	0.1
Cc1onc(-c2ccccc2Cl)c1C(=O)Oc1ccccc1F	106.0	-0.3
O=C(Nc1ccccc1)C1C(=O)NC23CCCCC2C1c1ccccc1O3 (centres undefined)	106.0	1.5
O=C(NCCN1CCCCC1)c1ccccn1	103.0	-0.2
CC1(C)CN=C(Nc2ccc(F)c(F)c2)S1	104.0	0.5
NC(=O)c1ccc(OCC(=O)N(c2ccccc2)C2CCS(=O)(=O)C2)cc1 (centres undefined)	108.0	0.8
COc1ccc(NC(=O)CC2Nc3cccc4cccc(c34)NC2=O)cc1 (centres undefined)	90.0	-1.3
Cc1cccc(N2CCN(C(=O)Cn3nc(C)c4sc5ccccc5c4c3=O)CC2C)c1 (centres undefined)	106.0	-0.4
COc1ccccc1NC(=O)N(Cc1cc2c(C)ccc(C)c2[nH]c1=O)CC1CCCO1 (centres undefined)	101.0	-0.1
CO/N=C/c1nc2ccccc2s1	102.0	0.1
CC(C)c1nnc2sc(-c3cccc4ccccc34)nn12	100.0	-0.5
NC(=O)COc1ccc(C2c3c(oc4ccccc4c3=O)C(=O)N2CCCO)cc1 (centres undefined)	99.0	-0.1
O=C(COc1ccc(-c2nc3ccccc3s2)cc1)N1CCOCC1	103.0	0
COCCCNC(=O)Nc1cc(C(=O)NCc2ccc(OC)cc2)ccc1N1CCCC1	101.0	-0.8
O=C1CCC(=O)N1CCSSCCN1C(=O)CCC1=O	98.0	-1.1
CCNc1nc(-c2cc(C)n(-c3ccc4c(c3)OCCO4)c2C)cs1	119.0	2.1
O=C(CSc1nnc(-c2ccncc2)o1)N1CCCC1	100.0	-0.6
CS(=O)(=NC=C(C#N)C#N)c1ccc(Cl)cc1 (centres undefined)	102.0	0
O=C(O)C1CCN(C(=O)NC2CCCCC2)CC1	104.0	0.7

A second format for 3 compounds above:
Results follow in this order: PV pol inh, PV pol inh FP z-score
- Cc1cccc(N2CCN(C(=O)Cn3nc(C)c4sc5ccccc5c4c3=O)CC2C)c1 (centres undefined)
→ 106.0, -0.4
- COc1ccccc1NC(=O)N(Cc1cc2c(C)ccc(C)c2[nH]c1=O)CC1CCCO1 (centres undefined)
→ 101.0, -0.1
- O=C(CSc1nnc(-c2ccncc2)o1)N1CCCC1
→ 100.0, -0.6

(list continues)
SMILES	PV pol inh	PV pol inh FP z-score
CCc1ccc(S(=O)(=O)c2nnn3c2nc(N2CCC(C(N)=O)CC2)c2cc(Cl)ccc23)cc1	103.0	-0.4
CCCCNS(=O)(=O)c1ccc2c(c1)nc(CCC)n2CCCC	100.0	-0.3
Cc1cccc(Nc2nc(Nc3cccc(C)c3)nc(N3CCOCC3)n2)c1	106.0	0.5
O=C(C1=C(Nc2ccc(O)cc2)CCCC1)C(F)(F)F	100.0	0
COc1cc(OC)cc(C(=O)Nc2cc3c(cc2N2CCCC2)n(C)c(=O)c(=O)n3C)c1	112.0	1.2
O=C1CCCCC1Sc1nnc(-c2ccc3c(c2)OCO3)n1-c1ccccc1 (centres undefined)	100.0	-0.5
CC(=O)c1ccc(NC(=O)CN(C)S(=O)(=O)c2cccc3nsnc23)cc1	108.0	0.7
Cc1ccc(-c2noc(CNC(=O)c3ccc(Br)o3)n2)cc1	118.0	2
Cc1cc(C)cc(C(=O)N(Cc2nc(-c3ccc(Cl)cc3)no2)C(C)C)c1	105.0	0.1
Cc1ccc(-n2c(=O)c3c(cnn3C)n(CC(=O)Nc3cc(C)ccc3C)c2=O)cc1	107.0	0.6
CCc1nnc2n1NC(c1ccccc1)C(C(=O)Nc1ccccc1)S2 (centres undefined)	102.0	0.4
O=C(Cn1c(=O)n(Cc2ccco2)c(=O)c2oc3ccccc3c21)Nc1cccc(Cl)c1	103.0	0.4

Reprinted from the part before: 2 compounds, then new ones.
SMILES	PV pol inh	PV pol inh FP z-score
CCc1nnc2n1NC(c1ccccc1)C(C(=O)Nc1ccccc1)S2 (centres undefined)	102.0	0.4
O=C(Cn1c(=O)n(Cc2ccco2)c(=O)c2oc3ccccc3c21)Nc1cccc(Cl)c1	103.0	0.4
COc1ccccc1NC(=O)CSC1=Nc2ccccc2C2=NC(CCC(=O)NCc3ccco3)C(=O)N12 (centres undefined)	108.0	0.2
COc1cc(CC(=O)Nc2cc(Cl)ccc2Sc2nncn2C)cc(OC)c1OC	103.0	0.1
COCCN(C(=S)Nc1cc(F)cc(F)c1)C1CCN(C(C)=O)CC1	100.0	-0.9
Cc1cc(C)n2c(SCc3ccccc3)nnc2n1	103.0	0.3
CCCOc1ccc(C(=O)Nc2ccc(NC(=O)c3ccco3)cc2)cc1	99.0	-0.5
COc1ccccc1CN1CCC(CNC(=O)c2cnn(-c3cccc(Cl)c3)c2C2CCN(C(=O)OC(C)(C)C)CC2)CC1	109.0	0.3
CC(C)Oc1ccc(CSCCN)cc1	103.0	0.2
NNC(=O)c1ccc(COc2ccccc2)o1	106.0	0.3
COCCn1c(C)cc(O)c(C(c2ccccc2)N2CCC(C)CC2)c1=O (centres undefined)	108.0	0
CC1(C2(C)NC(=S)N(c3ccccc3)N2)COCOC1 (centres undefined)	104.0	0.2
COc1ccc(C2=[N+]([O-])C(C)(C)C(c3ccccc3)=N2)cc1	102.0	0.1
O/N=C(\C=N\O)C12CC3CC(CC(C3)C1)C2	99.0	-0.2
Cc1ccc(S(=O)(=O)NCC(c2cccnc2)N(C)C)cc1 (centres undefined)	101.0	-0.1
COC(=O)c1ccc(N=Nc2sc3ccccc3c2O)cc1	100.0	-0.1
CC1CCCC(C)N1CCCNC(=O)c1ccc(N2CCCC2=O)cc1 (centres undefined)	101.0	0.3
COc1ccc(S(=O)(=O)NCC(c2ccco2)N2CCOCC2)cc1OC (centres undefined)	102.0	-1
CCOC(=O)c1ccc(NC(=O)c2ccc(CN3C(=O)CCn4nc(C)cc43)cc2)cc1	111.0	0.6
O=C(O)CCc1nnc(SCc2ccc(Cl)cc2Cl)[nH]c1=O	89.0	-0.5
COc1ccc(Nc2nc3cc(Cl)c(Cl)cc3n3cnnc23)cc1Cl	79.0	-7
Cc1cc(C)cc(OCC(=O)OCC(=O)c2ccc3c(c2)NC(=O)CO3)c1	102.0	0.2
CSc1ccc(CCNC(=O)C2CCCN(S(=O)(=O)N(C)c3ccc(F)cc3)C2)cc1 (centres undefined)	104.0	-0.6
CCc1ccc(C(=O)c2cn(CC(=O)Nc3ccc(OC)c(Cl)c3)c3nc(C)ccc3c2=O)cc1	111.0	0.9
Cc1ccnc(NCc2ccc(Br)cc2)c1	102.0	0.1
c1ccc(CNc2c3c(nc4nncn24)CCC3)cc1	102.0	-1
Nc1nnc(SCC(=O)NC(=O)C2COc3ccccc3O2)s1 (centres undefined)	105.0	0.4
Cc1cc(C)nc(NCC(O)CNc2ccccc2Cl)n1 (centres undefined)	102.0	0.1
CCSc1ccc2nnc(-c3ccc(C)cc3)n2n1	101.0	-0.6
CCOc1ccccc1NS(=O)(=O)c1ccc(N2CCCCS2(=O)=O)cc1	103.0	-0.4
Cc1cccc(-n2ccnc2SCC(=O)Nc2nc3ccccc3s2)c1	103.0	-0.9
O=C(Cc1ccc(S(=O)(=O)N2CCCCC2)s1)OCC(=O)c1ccccc1	110.0	1.1
CSc1ccc(S(=O)(=O)NCc2ccccc2)cc1	101.0	0.2
CC(C)CCn1c(=O)c2cccnc2n(CC(=O)Nc2ccccc2)c1=O	105.0	0.3
CNc1oc(-c2ccc(COc3ccc(C)cc3)o2)nc1C#N	110.0	0.8
COc1ccc(Nc2c(-c3ccccn3)nc3ccc(Cl)cn23)cc1	107.0	0.7
O=C(O)Cn1ncc(=O)c2ccccc21	96.0	-2.2
Cc1ccc(N(C)C(=O)CCS(=O)(=O)c2cc3c(cc2Cl)NC(=O)CO3)cc1	113.0	1.5
O=C(Cn1cnc2ccccc21)OCC(=O)N1CCCC1	117.0	3.1
O=C(CN1C(=O)c2ccccc2C1=O)N(Cc1ccccc1)Cc1ccccc1	103.0	0.6
Cc1ccc(-c2nc(CS(=O)(=O)CC(=O)NCCc3ccccc3)c(C)o2)cc1	108.0	0.4
COc1cccc(/C=N/NC(=O)C2CCCN(C(=S)NNC3CC4C=CC3C4)CC2)c1O (centres undefined)	101.0	-0.2
COc1ccc(C2C(C(=O)O)c3ccccc3C(=O)N2C)cc1 (centres undefined)	101.0	0.2
CCc1ccc(C(=O)C23CN4CN(CN(C4)C2)C3)cc1	101.0	-0.2
O=C(CSc1nnnn1C1CC2C=CC1C2)Nc1cccc(C(=O)O)c1 (centres undefined)	98.0	-1.8
OCCCn1c(-c2ccc(F)cc2)csc1=Nc1ccc(F)cc1	99.0	-1.2
CN1CCN(C(=O)c2ccccc2NC(=O)c2ccc(F)cc2)CC1	102.0	-0.1
Cc1ccc(I)c(C(N)=O)c1	103.0	0.3
O=C1OC2CC1(O)CC(O)C2O (centres undefined)	102.0	0.2
CCOC(=O)c1c(S(=O)(=O)N2CCCC(C(=O)N3CCN(c4cc(C)ccc4C)CC3)C2)c(C)n(C)c1C (centres undefined)	104.0	-0.3
COC(=O)C1=C(C)NC(C)=C(C(=O)OC)C1C(=O)OCc1nc2cc(C(=O)OC)ccc2c(=O)[nH]1	96.0	-1.4
O=C(/C=C/c1cccc(C(F)(F)F)c1)NCc1ccco1	107.0	0.5
CC(C)C(=O)OCC(=O)Nc1cccc(Cl)c1	102.0	0
C/C(CCc1oc2c(Br)cc(C)cc2c1-c1ccc(C)o1)=N\NC(N)=S	104.0	0.6
O=c1[nH]c2ccccc2n1Cc1ccccc1	101.0	-0.3
Cc1cc(C)c2cccc(NC(=S)NC(=O)/C=C/c3ccccc3)c2n1	102.0	0.2
COc1ccc(-c2onc(C)c2C)cc1S(=O)(=O)N1CCN(c2cc(C)ccc2C)CC1	103.0	-0.7
CSc1nc2ccccc2n1CC(=O)NC1CCCc2ccccc21 (centres undefined)	104.0	0.2
O=C(CSC(=S)N1CCOCC1)Nc1nc(-c2c[nH]c3ccccc23)cs1	100.0	-1
CNC(=O)c1cc(-c2ccc(F)cc2)[nH]c1C	102.0	-0.7
Cc1nn2c(N)c(C#N)cnc2c1C(N)=O	100.0	-0.5
Cc1cccc(OCc2nc(-c3ccc(OCC(N)=O)cc3)no2)c1	105.0	1.3

New compounds follow.
SMILES	PV pol inh	PV pol inh FP z-score
O=C(CSc1nccc(=O)[nH]1)N1CCOCC1	103.0	1.1
CSc1ccc(/C=C2\CC/C(=C\C(C)C)C2=O)cc1	103.0	0.5
S=c1nc[nH]c2nc[nH]c12	101.0	0.3
Cc1ccc(OCC(=O)Nc2nnc(SCc3cc(=O)c4ccccc4[nH]3)s2)cc1	108.0	0.6
CC(C)P(=O)(c1cccc(C(=O)O)c1)C(C)C	102.0	-1
Cc1onc(-c2ccccc2)c1C(=O)Oc1ccccc1	101.0	-0.1
CCC(C)C1COC(c2cccn2Cc2c(C)cc(C)cc2C)=N1 (centres undefined)	99.0	-1.1
Cc1ccc(Cn2c3ccccc3c3nnc(NCC4CCCO4)nc32)cc1 (centres undefined)	104.0	1
O=C1c2nccnc2C(=O)N1c1cccc(C(F)(F)F)c1	100.0	0.1
CCc1ccc(CN(Cc2ccco2)C(=O)c2cc(-c3ccc(Cl)cc3)on2)cc1	111.0	0.9
O=S(=O)(Cc1ccccc1Cl)NC1CCCCC1	101.0	-0.5

Reprinted at random: 7 records from the list
SMILES	PV pol inh	PV pol inh FP z-score
O=C(CSc1nccc(=O)[nH]1)N1CCOCC1	103.0	1.1
O=C1c2nccnc2C(=O)N1c1cccc(C(F)(F)F)c1	100.0	0.1
CC(C)P(=O)(c1cccc(C(=O)O)c1)C(C)C	102.0	-1
S=c1nc[nH]c2nc[nH]c12	101.0	0.3
O=S(=O)(Cc1ccccc1Cl)NC1CCCCC1	101.0	-0.5
Cc1ccc(OCC(=O)Nc2nnc(SCc3cc(=O)c4ccccc4[nH]3)s2)cc1	108.0	0.6
Cc1ccc(Cn2c3ccccc3c3nnc(NCC4CCCO4)nc32)cc1 (centres undefined)	104.0	1

Source: PubChem (ICCB-Longwood Screening Facility, Harvard Medical School)
